Source: PubChem
TCR-CD3 inh: inhibitors of human TCR-CD3 interaction; 0.37% of 360,000 active; inhibition, % at 9.4 µM; TAMRA-labeled TCR probe fluorescence, biochemical; in the data active means inhibition above about 19%;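 further: recombinant mutant TCR 2C K166C tagged with TAMRA read by polarization; 0% = receptor in buffer alone and 100% = receptor with positive control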
PRMT1 FP inh: PRMT1 (human) inhibition, primary screen; inhibition, % at 2.79 µM; 1.3% of 370,000 active; recombinant PRMT1, activity-based probe fluorescence polarization;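 active means inhibition above about 21% made by adding two undisclosed values, limit read from the data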
SIAE primary: human SIAE inhibition, primary screen; Q9HAT2; SIAE FP-Rh probe binding, fluorescence polarization; inhibition, % at 9.66 µM; 0.69% of 370,000 active;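 active means inhibition above a cutoff: mean of compounds within the control limits plus 3 SD of those, cut at about 17% in these data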;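 further: 0% = plate median of compound wells and 100% = probe without SIAE protein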
Rev-erbA mod: modulates human Rev-erb alpha binding to DNA; P20393; Rev-erbα–FITC-DNA binding, fluorescence polarization, 90 min; activity, % at 10 µM; 0.79% of 370,000 active; AID 1259318;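 active means activity above about 14%, limit read from the data; passing the limit was not always enough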;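 further: 0% = DMSO wells with 35 nM protein and 100% = DMSO wells with 750 nM protein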
rCAG binder: r(CAG) repeat RNA binding | TO-PRO-1 dye displacement fluorescence | inhibition, % at 3 µM | AID 651821 | 1.3% of 370,000 active;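 active means inhibition above the plate cutoff, the mean of all test compounds on that plate plus 3 SD, cut at about 35% in these data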;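 further: 0% = DMSO alone and 100% = 100 µM mitoxantrone as full dye displacement; higher means more dye released from RNA so lower well fluorescence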
LEDGF integ inh: blocks HIV-1 LEDGF/p75-dependent DNA integration. inhibition, % at 3.7 µM. 0.64% of 370,000 active. TR-FRET IN-LEDGF/p75 DNA integration, Eu/Cy5;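 active means inhibition above the screen-wide mean plus 3 SD, cut at about 13% in these data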;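 further: signal is the Cy5 over europium emission ratio at 671 and 618 nm; 0% = plate median of compound wells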
PG9 Ab binder: small molecules binding HIV-1 gp120 antibody PG9. inhibition, % at 6.7 µM. 0.43% of 360,000 active. TR-FRET gp120-PG9 antibody binding; in the data active means inhibition above about 8.5%
TDP2 absorb: blocks human TDP2 phosphodiesterase activity; O95551; recombinant TDP2, T5PNP hydrolysis, p-nitrophenol absorbance 415 nm; inhibition, % at 12.8 µM; 0.34% of 370,000 active; AID 720702;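 active means inhibition above the mean of all tested compounds plus 3 SD, set per campaign, cut at about 25% in these data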;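 further: 0% = DMSO with enzyme and 100% = buffer with substrate but no TDP2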
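Material: recombinant human TDP2; quantity: TDP2 enzyme at 120 nM final; medium: Tris-HCl pH 7.5 with MgCl2; compound: single concentration, 12.8 µM nominal, with 1% DMSO; incubation: 2 h enzyme incubation at 37 °C; signal: epi absorbance; measure: percent inhibition; benchmarks: high control without enzyme, low control DMSO plus TDP2; repeats: singlicate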
HTRA1 inh: inhibitors of human serine peptidase HTRA1; Q92743; recombinant HTRA1, FP-rhodamine activity-based probe, fluorescence polarization; inhibition, % at 5.96 µM; 0.5% of 340,000 active; AID 504803; in the data active means inhibition above about 36%;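 further: 0% = enzyme with DMSO and 100% = wells lacking enzyme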
Target sequence (Q92743 whole entry, looked up): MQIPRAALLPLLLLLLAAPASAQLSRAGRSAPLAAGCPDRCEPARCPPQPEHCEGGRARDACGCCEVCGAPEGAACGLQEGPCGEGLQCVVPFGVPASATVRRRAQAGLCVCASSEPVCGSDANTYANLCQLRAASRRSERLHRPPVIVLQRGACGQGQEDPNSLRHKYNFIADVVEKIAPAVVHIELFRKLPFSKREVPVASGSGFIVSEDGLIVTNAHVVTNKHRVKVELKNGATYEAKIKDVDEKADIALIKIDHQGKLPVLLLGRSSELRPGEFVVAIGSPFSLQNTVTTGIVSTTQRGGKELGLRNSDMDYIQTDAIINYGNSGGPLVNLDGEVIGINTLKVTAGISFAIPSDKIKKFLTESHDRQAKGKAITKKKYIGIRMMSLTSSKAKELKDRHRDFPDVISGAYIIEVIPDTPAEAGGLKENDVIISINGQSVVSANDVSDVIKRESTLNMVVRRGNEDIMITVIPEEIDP
ABHD4 inh: ABHD4 (mouse) inhibition, primary FP screen; Q8VD66; purified mABHD4, FP-Rh probe fluorescence polarization; inhibition, % at 8.92 µM; 0.54% of 370,000 active; AID 720543;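 active means inhibition exceeding the mean over every tested compound plus 3 SD, cut at about 30% in these data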;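 further: 0% = plate median of compound wells and 100% = S159A mutant with DMSO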
Target sequence (Q8VD66 whole entry, looked up): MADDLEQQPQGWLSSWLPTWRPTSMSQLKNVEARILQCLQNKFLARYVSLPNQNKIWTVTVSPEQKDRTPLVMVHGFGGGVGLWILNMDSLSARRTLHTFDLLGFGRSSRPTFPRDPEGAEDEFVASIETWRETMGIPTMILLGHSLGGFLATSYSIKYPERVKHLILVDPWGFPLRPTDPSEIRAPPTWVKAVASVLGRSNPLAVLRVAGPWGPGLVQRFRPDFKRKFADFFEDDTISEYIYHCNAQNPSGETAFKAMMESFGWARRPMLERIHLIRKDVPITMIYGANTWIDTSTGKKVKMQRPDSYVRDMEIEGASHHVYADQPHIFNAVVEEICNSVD
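Assay system: wild-type mouse ABHD4 protein; compound: single nominal dose of 8.92 µM, 0.89% DMSO final; schedule: 45 min + 60 min at 25 °C; measured by: FP readout, ex 525 nm / em 598 nm; evaluation: % inhibition of FP-Rh probe binding versus controls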
* marks the source's active call; other numbers are inactive results; / = not tested or not shown; & = joins results of further samples. Not all compounds are listed; the hit share may differ from the screen's.

SMILES	TCR-CD3 inh	PRMT1 FP inh	SIAE primary	Rev-erbA mod	rCAG binder	LEDGF integ inh	PG9 Ab binder	TDP2 absorb	HTRA1 inh	ABHD4 inh
COc1cccc(/C=C/C(=O)OCC(=O)c2cc(C)n(CC3CCCO3)c2C)c1OC (stereo unspecified)	1.8	-1.4	1.1	0.5	-5.2	0.3	-2.2	2.4	1.0	-3.7
CCCn1c(=O)c(C(=O)NCc2ccccc2OC)c(O)c2ccccc21	10.5	-2.3	2.6	5.6	2.0	-4.1	-2.1	-10.9	2.1	-3.8
COc1ccc(CC(=O)OCC(=O)Nc2ccc(OC(F)F)cc2)cc1OC	1.0	-2.5	3.9	-2.7	-0.1	1.5	0.5	0.2	-1.9	4.6
Cn1c(C(=O)NCCc2ccsc2)cc2c(=O)n(C)c3ccccc3c21	14.5	-2.4	-2.4	17.8	3.9	2.8	-0.5	2.9	-8.9	-4.6
O=C1NCCN1CCNS(=O)(=O)c1ccc2ccccc2c1	-0.2	-0.5	-3.7	4.4	2.0	-3.5	0.6	-2.2	-6.9	2.1
CC(C)(C)NC(=O)COc1ccc(CNCc2cccnc2)cc1	8.8	1.8	2.1	-3.2	-4.5	2.7	1.6	-6.6	10.2	0.9
Cc1nc2cc(Cl)c(Cl)cc2n1CCCO	2.3	0.3	0.4	-0.7	-0.4	0.9	2.3	1.4	/	0.6
O=C(Cc1cccs1)N=Nc1c(O)[nH]c2ccc(Br)cc12	10.9	-4.4	-18.4	-3.5	16.1	3.8	-3.0	-0.3	-3.9	1.8
O=C(CCc1nc(-c2cccs2)no1)NCc1ccc(F)cc1Cl	-4.0	4.4	6.0	-4.8	-1.0	-3.1	0.8	-6.7	-0.7	-11.3
Cc1ccc(OCCn2cc(C(=O)O)c3ccccc32)cc1	-1.5	-3.3	0.9	-2.9	-1.3	-2.8	0.3	12.6	-5.5	2.5
O=C(Oc1cc(=O)oc2ccccc12)c1ccccc1	-2.6	1.2	-4.5	-4.0	5.6	-1.1	-2.4	9.4	-11.2	-6.2
CCCCNC(=O)C1(C(=O)C2CC2)CC(c2ccccc2C(F)(F)F)=NO1 (stereo unspecified)	/	3.0	3.5	-3.9	-0.3	-2.0	/	3.8	/	5.1
COc1ccc(C(O)c2nc(-c3cccc(C(C)C)c3)cs2)cc1 (stereo unspecified)	-9.6	-0.8	-2.2	-0.4	4.3	1.3	1.3	-8.4	/	-26.5
CO/N=C/NC(=O)NOCc1ccc(Cl)cc1Cl	-0.2	2.6	1.4	-9.6	0.3	7.2	2.2	1.5	-1.6	8.3
CCn1c(NC(=O)c2ccc(C)cc2)c2ccccc2nc1=O	-3.3	-0.4	-1.9	2.0	-5.8	-2.8	-0.6	-0.4	-3.3	3.1

Whole records from above. Values in the order: TCR-CD3 inh	PRMT1 FP inh	SIAE primary	Rev-erbA mod	rCAG binder	LEDGF integ inh	PG9 Ab binder	TDP2 absorb	HTRA1 inh	ABHD4 inh
COc1ccc(C(O)c2nc(-c3cccc(C(C)C)c3)cs2)cc1 (stereo unspecified) in the list: -9.6	-0.8	-2.2	-0.4	4.3	1.3	1.3	-8.4	/	-26.5
CCCn1c(=O)c(C(=O)NCc2ccccc2OC)c(O)c2ccccc21 in the list: 10.5	-2.3	2.6	5.6	2.0	-4.1	-2.1	-10.9	2.1	-3.8
O=C(Oc1cc(=O)oc2ccccc12)c1ccccc1 in the list: -2.6	1.2	-4.5	-4.0	5.6	-1.1	-2.4	9.4	-11.2	-6.2
CCn1c(NC(=O)c2ccc(C)cc2)c2ccccc2nc1=O in the list: -3.3	-0.4	-1.9	2.0	-5.8	-2.8	-0.6	-0.4	-3.3	3.1
Cn1c(C(=O)NCCc2ccsc2)cc2c(=O)n(C)c3ccccc3c21 in the list: 14.5	-2.4	-2.4	17.8	3.9	2.8	-0.5	2.9	-8.9	-4.6

(list continues)
SMILES	TCR-CD3 inh	PRMT1 FP inh	SIAE primary	Rev-erbA mod	rCAG binder	LEDGF integ inh	PG9 Ab binder	TDP2 absorb	HTRA1 inh	ABHD4 inh
O=C(CSc1nnc(-c2ccc(Cl)cc2)n1Cc1ccco1)c1cccs1	-7.4	23.4*	-10.2	-4.0	30.3	7.4	-0.6	-10.4	-12.1	-3.5
O=C(Nc1ccccc1C(=O)NCc1ccccc1)c1ccccc1	-6.6	-0.7	-7.2	-0.5	-2.2	-0.3	1.1	-12.8	-22.1	-8.0
Cc1cccc(CCNC(=O)C2CCN(S(=O)(=O)c3c(C)noc3C)CC2)c1	3.9	1.3	-1.4	3.7	-6.3	1.7	-0.1	4.8	-7.6	-3.9
COc1ccc(C(CNC(=O)c2ccc(N3CCCC3=O)cc2)N(C)C)cc1 (stereo unspecified)	-5.2	-4.1	8.8	-1.3	-3.9	-1.6	-0.8	7.0	1.0	2.0
O=C(NC(=S)N1CCN(C/C=C/c2ccccc2)CC1)c1ccc(Cl)nc1	-8.6	1.5	-1.4	-4.2	8.8	-3.3	-0.5	11.7	7.5	4.8
CCOC(=O)/C(C#N)=C/NC(=O)NC(C)(C)C	-4.3	0.0	-5.3	0.4	-5.2	-2.8	0.0	0.6	-3.5	3.1
CCCNC(=S)Nc1cccc(C(F)(F)F)c1	-6.2	1.4	6.1	-7.6	0.5	1.3	-1.8	7.4	-0.1	-0.4
CC(=O)CC(=O)O[C@@H]1C=C[C@H](NC(=O)OC(C)(C)C)C1	1.5	-1.0	-1.3	-6.0	0.8	3.0	0.1	5.1	/	-2.6
COc1cc(CCC(=O)Nc2ccncc2Cl)cc(OC)c1OC	7.4	0.2	-5.4	-1.1	-3.0	2.3	-1.7	0.3	3.0	3.1
CC(C)CC1Nc2ncnc(N3CCOCC3)c2N(Cc2ccccc2)C1=O (stereo unspecified)	2.1&2.7	0.0&-0.5	-5.7&0.8	-10.5&0.1	6.1&1.5	2.2&2.1	-0.7&1.2	-2.4&-8.0	-3.3	-3.0&-2.7
Cc1ccc2nc(NC(=O)[C@H](C)N3C(=O)C4CC=CCC4C3=O)sc2c1 (stereo partly specified)	-0.2	2.1	0.2	-2.4	3.9	0.9	0.9	-0.6	-8.5	-3.0
CCSC1=C(C#N)C(c2ccccc2Cl)C(C(=O)c2cccs2)C(O)(C(F)(F)F)N1 (stereo unspecified)	-0.4	-0.3	-4.2	8.1	-4.5	1.8	-2.8	-11.7	-1.7	5.9
Cc1cc(C)nc(NS(=O)(=O)c2ccc(NS(=O)(=O)c3ccsc3)cc2)n1	0.9	-0.3	3.1	-2.7	4.0	2.2	0.6	5.8	/	-1.6
CC1Oc2ccccc2N(CC(=O)N2CCCCCC2)C1=O (stereo unspecified)	-4.5	-5.9	-4.1	0.8	-1.8	-5.3	-1.3	-11.8	-1.4	1.2
O=c1[nH]c2ccccc2[nH]c1=O	4.0	-1.7	-3.7	-2.0	-0.6	-2.6	0.7	-11.3	5.3	-2.5
CCn1cc(/C=C(\NC(=O)c2ccc(C)cc2)C(=O)NCCCN2CCOCC2)c2ccccc21	4.2	-2.0	6.6	-0.4	-3.1	-1.1	-2.8	11.3	5.6	3.5
CCOc1ncccc1C(=O)OCC(=O)Nc1ccc(C)c(S(=O)(=O)N(C)C)c1	0.3	0.4	-0.3	4.0	-0.9	-2.1	-0.4	-1.0	-5.9	-2.6
O=C(O)CC(C(=O)Nc1ccc(Cl)c(Cl)c1)C1CCCO1 (stereo unspecified)	7.3	1.7	2.9	3.0	-0.6	-3.8	0.6	-3.8	-0.2	-3.8
CCOC(=O)c1cc2ccccc2nc1C	-8.0	2.9	1.9	0.5	-0.5	1.2	1.5	6.0	-1.5	8.8
Cc1cc(NC(=O)Cn2cc([N+](=O)[O-])cn2)n(Cc2ccc(F)cc2)n1	-0.2	-1.2	4.2	-1.4	1.5	0.5	1.6	4.2	8.9	-0.9
C[C@H](NS(=O)(=O)c1ccc(Cl)cc1)C(=O)OCC(=O)NCCc1ccc(S(N)(=O)=O)cc1	0.5	-1.5	1.0	-0.6	5.7	4.7	-2.5	-8.8	1.6	0.6
N#C/C(=C/c1cccc([N+](=O)[O-])c1)C(=O)Nc1ccccc1O	7.7	-1.8	9.4	0.8	7.4	-1.0	-0.7	16.1	4.5	1.2
CCn1c(C)c(C)c2cc(C(=O)NCCCN3CCCCCC3)ccc21	2.8	-3.7	-1.1	4.8	-0.9	0.4	-1.5	9.8	3.4	-9.1
CCOC(=O)c1ccc([N+](=O)[O-])c(CS(=O)(=O)c2ccc(Cl)cc2)c1	3.3	4.0	4.9	-0.6	3.6	0.2	-1.2	9.5	-1.6	4.2
CCOC(=O)c1nn(-c2cccc(OC)c2)c(-c2ccccc2)c1C(=O)c1ccccc1	7.4	-1.4	-3.7	5.5	4.9	-0.4	1.3	1.8	-53.5	-5.6
O=C(CSc1nc(Nc2ccccc2)nc(N2CCOCC2)n1)Nc1cc(Cl)ccc1O	-4.9	6.1	-15.5	-5.8	25.8	-7.1	-3.4	-13.1	-53.8	-59.2
CCN1CCN(c2ccc(NC(=O)c3ccc(Cl)c(S(=O)(=O)N4CCCC4)c3)cc2)CC1	-2.7	-3.8	5.1	-3.9	-2.1	0.2	-3.0	-2.0	2.5	-0.1
Cc1ccc2c(c1)C(N1CCCC1=O)CC(c1ccco1)N2 (stereo unspecified)	1.4	24.8*	1.2	0.8	0.5	3.6	2.3	4.7	-5.1	0.9
CC(=O)Nc1ccccc1OCC(=O)c1ccc2c(c1)OCO2	0.0	-0.1	8.5	-3.4	10.2	2.5	0.5	-1.4	1.3	0.1
O=C1NC[C@H](Cc2ccc(O)cc2)N(CCc2cc(C(F)(F)F)cc(C(F)(F)F)c2)C1=O	-1.4	1.3	5.2	-3.2	-0.2	1.7	0.4	3.1	/	10.0
CCNCc1cc(Cl)c(OCc2ccccc2)c(OCC)c1	1.7	-1.8	3.7	1.4	5.5	0.6	-1.3	-1.4	-2.9	1.8
CCOc1cccc(NC(=O)CSc2nncn2N)c1	-1.0	0.8	-1.7	8.5	2.9	1.6	-0.5	-5.2	5.9	-5.2
O=C(CC(O)(C(F)(F)F)C(F)(F)F)Nc1ccc(Cl)c(Cl)c1	-7.4	0.4	-30.9	-4.0	4.9	4.7	3.0	-7.6	-26.5	-72.4
CC(C)Oc1cc(F)ccc1-c1cc(C(=O)NCc2ccccn2)[nH]n1	6.2	-2.1	4.8	-2.2	0.3	-2.1	-0.5	2.5	/	-7.0
Cc1ccc(-c2noc(CCC(=O)N3CCCc4ccccc43)n2)cc1	-2.1	0.1	-0.3	7.4	-2.6	0.4	0.1	-8.8	-13.8	-12.1
COCCNc1nc(N2CCCCC2)c2cnn(C)c2n1	-0.9	-0.4	-2.6	-1.2	-2.0	-7.5	1.1	-14.1	11.9	3.7
Cc1ncc(CO)c2c1Oc1nc(-c3ccccc3)nc(SCC(=O)N(C)c3ccccc3)c1C2	-2.5	7.4	-31.1	-8.5	13.4	7.0	0.0	1.6	/	-25.2
